GDH-TPI inh: GDH-TPI coupling enzyme inhibitors, primary screen, artefact control for M. tuberculosis FBA inhibitor project, biochemical, absorbance, full deck | AID 588335, 2011 | GDH-TPI coupled enzyme counterscreen, NADH absorbance | hit rate 1.2% among 360,000 | inhibition, % at 4.8 µM; in the data active = inhibition above about 30%;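 also: 0% = DMSO wells and 100% = wells lacking the enzyme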
Mtb BioA inh: M. tuberculosis BioA enzyme inhibitors, primary screen, biochemical, plate reader, single point, HTS; 7,8-diaminopelargonic acid synthase BioA (Mycobacterium tuberculosis); purified M. tuberculosis BioA enzyme; inhibition, % at 9.99 µM; hit rate 0.096% among 360,000; AID 602481, 2012; in the data active = inhibition above about 40%; inconclusive = no clear call, values can overlap the other calls
FadD28 binding: inhibitors of FadD28 bisubstrate probe binding, primary screen, biochemical, fluorescence polarization, single point; inhibition, % at 12.5 µM; Mycobacterium tuberculosis FadD28 fatty-acid-AMP ligase; hit rate 0.22% among 360,000; in the data active = inhibition above about 8.5%, passing the limit was not always enough; inconclusive = no clear call, values can overlap the other calls
Anthrax LF inh2: Bacillus anthracis LF protease inhibitors, primary screen, biochemical, multiplex microsphere, MLPCN library; Lethal factor (Bacillus anthracis), P15917; multiplex microsphere protease cleavage assay; inhibition, % at 10 µM; hit rate 0.12% among 360,000; AID 588501, 2011; also: plate controls were buffer without enzyme for full effect and enzyme alone for no effect
Target sequence (P15917 whole entry, looked up): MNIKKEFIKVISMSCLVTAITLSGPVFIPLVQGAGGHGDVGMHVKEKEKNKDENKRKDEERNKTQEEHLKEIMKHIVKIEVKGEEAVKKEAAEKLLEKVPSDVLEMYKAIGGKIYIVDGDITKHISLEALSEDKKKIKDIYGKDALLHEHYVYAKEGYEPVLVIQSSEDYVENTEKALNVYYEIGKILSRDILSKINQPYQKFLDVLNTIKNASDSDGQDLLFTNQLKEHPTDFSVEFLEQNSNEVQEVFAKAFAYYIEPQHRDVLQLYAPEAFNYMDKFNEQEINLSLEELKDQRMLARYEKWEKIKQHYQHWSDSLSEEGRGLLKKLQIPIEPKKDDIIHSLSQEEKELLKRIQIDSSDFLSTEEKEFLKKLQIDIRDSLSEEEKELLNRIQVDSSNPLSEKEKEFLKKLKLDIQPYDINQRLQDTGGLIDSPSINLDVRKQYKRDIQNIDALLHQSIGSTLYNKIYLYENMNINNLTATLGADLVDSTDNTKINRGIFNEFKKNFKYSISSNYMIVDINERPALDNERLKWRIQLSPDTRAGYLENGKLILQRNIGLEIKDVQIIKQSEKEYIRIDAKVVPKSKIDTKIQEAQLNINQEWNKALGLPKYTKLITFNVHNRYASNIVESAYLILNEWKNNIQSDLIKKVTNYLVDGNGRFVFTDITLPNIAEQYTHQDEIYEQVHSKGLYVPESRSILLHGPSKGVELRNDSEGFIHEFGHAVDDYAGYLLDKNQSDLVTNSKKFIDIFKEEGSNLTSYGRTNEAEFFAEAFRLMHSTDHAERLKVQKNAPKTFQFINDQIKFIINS
BoNT-A LC inh2: BoNT/A light chain protease inhibitors, primary screen, biochemical, flow cytometry, MLPCN library; multiplex microsphere protease substrate cleavage; inhibition, % at 10 µM; hit rate 0.17% among 360,000; AID 588499, 2011; also: plate controls were buffer without enzyme for full effect and enzyme alone for no effect
UGM FP inh: M. tuberculosis UGM enzyme inhibitors, primary screen, biochemical, fluorescence polarization, single point; purified UGM, fluorescence polarization probe displacement; inhibition, % at 10 µM; UDP-galactopyranose mutase (Mycobacterium tuberculosis (strain ATCC 25618 / H37Rv)), …; AID 504406, 2011; hit rate 0.06% among 320,000; in the data active = inhibition above about 10%, passing the limit was not always enough; inconclusive = no clear call, values can overlap the other calls
PfHsp40 yeast: rescue of yeast from PfHsp40 toxicity, primary screen, S. cerevisiae, ATP luminescence; growth rescue, % at 12.5 µM; S. cerevisiae expressing PfHsp40, growth rescue; hit rate 0.68% among 340,000; in the data active = growth rescue above about 28%, passing the limit was not always enough; inconclusive = no clear call, values can overlap the other calls;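 also: yeast W303a lacking pdr1 and pdr3 grown in galactose medium; growth measured after three days at 30 °C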
BoNT F protease: BoNT/F light chain protease inhibitors, primary screen, biochemical, flow cytometry, MLPCN library | Multiplex microsphere protease cleavage assay | hit rate 0.22% among 360,000 | Botulinum neurotoxin type F light chain protease (Clostridium botulinum) | inhibition, % at 10 µM; in the data active = inhibition above about 35%, passing the limit was not always enough; inconclusive = no clear call, values can overlap the other calls; also: plate controls were buffer without enzyme for full effect and enzyme alone for no effect
Mtb FBA inh: Mtb FBA enzyme inhibitors, primary screen, biochemical, fluorescence, strain H37Rv | Fructose-bisphosphate aldolase (Mycobacterium tuberculosis (strain ATCC 25618 / H37Rv)), … | purified M. tuberculosis FBA, fluorescence read-out | inhibition, % at 1 µM | hit rate 2.3% among 360,000 | AID 588726, 2011; in the data active = inhibition above about 27%;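 also: 0% = vehicle and 100% = reference inhibitor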
* hit, by the source's call; u = inconclusive; x = not tested or not shown. Rule as the data show it, unless noted: active = inhibition above about 30%; inconclusive = no clear call, values can overlap the other calls; inactive = below that.

compound	GDH-TPI inh	Mtb BioA inh	FadD28 binding	Anthrax LF inh2	BoNT-A LC inh2	UGM FP inh	PfHsp40 yeast	BoNT F protease	Mtb FBA inh
O=C(COC(=O)COc1ccc(Br)cc1)Nc1ccc2c(c1)OCCO2	9	-0.9	-2.6	4	0.0	0.0	-0.9	-17	-2
CCc1ccc(NC(=S)Nc2ccc(S(=O)(=O)Nc3ncccn3)cc2)cc1	5	x	-2.7	-6	-1.3	-3.8	-0.7	1	4
Cc1ccc(S(=O)(=O)N2CCCCC2C(=O)O)s1 (configuration not stated)	9	x	-1.1	1	-0.8	2.2	-1.0	-5	2
COc1ccc(C2=CC(c3ccc(OC)c(OC)c3)c3c(c4ccccc4oc3=O)O2)cc1OC (configuration not stated)	6	-3.3	x	2	0.7	-2.6	-0.5	1	1
COc1ccc(/C=C2/SC(=S)N(CCC(=O)O)C2=O)cc1	11	-1.1	0.1	-2	-1.6	2.8	0.5	-1	-6
COc1ccc(CN(CCC(c2ccccc2)C2CCOC(C)(C)C2)C(C)=O)cc1 (configuration not stated)	7	0.2	-0.4	2	0.5	-1.7	-0.3	-5	2
CC(=O)c1c(C)[nH]c(C(=O)Nc2ccc(C)cn2)c1C	0	-1.3	-0.4	-4	-0.3	-0.6	-0.8	0	-4
CC1CN(C(=O)COC(=O)/C=C/c2ccc(C(F)(F)F)cc2)CC(C)O1 (configuration not stated)	-3	0.2	-2.7	-9	-1.0	2.1	0.3	-4	0
Fc1cc(F)c2nc(N3CCCC3)sc2c1	-10	x	-2.8	2	0.4	-1.7	0.0	1	-1
C=CCN(C(=O)CCC(=O)Nc1cc(C)on1)C(C(=O)NC(C)(C)C)c1ccc(OC)cc1 (configuration not stated)	-2	0.9	-2.9	-13	-4.5	-4.0	0.4	-7	0
C/C(=N\N1CCN(C)CC1)c1ccc(Cl)c(Cl)c1	1	x	1.2	1	-0.8	2.4	-1.0	-3	2
CC(=O)c1ccccc1N(C(=O)Cn1nnc2ccccc21)C(C(=O)NCC1CCCO1)c1ccc(N2CCOCC2)cc1 (configuration not stated)	4	2.1	-0.7	-2	-1.7	-0.8	0.2	-3	-2
COC(=O)Cn1nc(-c2ccccc2)c2ccccc21	8	0.1	-2.3	-4	1.0	0.7	-0.3	4	1
O=C(c1ccc(N2C(=O)CCC2=O)cc1)N1CCCSC1=Nc1ccccc1	6	0.1	-0.9	-11	-0.4	x	x	-4	0
COc1ccc(OCCOC(=O)c2ccc(-n3cnnn3)cc2)cc1	6	x	-1.3	-1	0.3	-3.1	0.6	2	1
COC(=O)Cc1cccc2c(=O)c3ccccc3oc12	14	-0.9	-0.9	3	1.9	-2.2	1.6	u	3
O=C(O)c1cccc(-c2ccc(/C=N/NC(=O)c3cccnc3)o2)c1	57*	20	-2.7	-11	-0.9	5.7	-0.9	-18	23
Cc1ccccc1N1C(=O)c2ccccc2NC1c1ccncc1 (configuration not stated)	1	25	-2.8	-2	0.4	-1.7	-2.2	3	10
O=C(Cc1ccccc1)NC(C(=O)O)C(O)c1ccc([N+](=O)[O-])cc1 (configuration not stated)	11	x	-0.9	-3	-4.4	2.6	0.0	-9	-1
COc1ccc(OCc2cccc(C(=O)Nc3cc(C)on3)c2)cc1	4	-1.4	-1.1	-1	1.2	-0.6	-0.1	2	-2
CCOC(=O)C1CCCN(C(=O)C2CCCN(S(=O)(=O)c3ccc4c(c3)oc(=O)n4C)C2)C1 (configuration not stated)	1	0.1	-0.5	-1	-0.2	1.4	0.1	9	1
CC1CCN(C(=O)CCc2nnc3ccc(NCc4ccco4)nn23)CC1	-3	2.6	-1.8	-2	-0.8	0.8	-0.5	-10	4
CCOC(=O)[C@@H]1[C@H]2COc3ccccc3[C@H]2N2C(=O)N(c3cccc(Cl)c3)C(=O)[C@@]12C	8	-0.6	-1.2	-2	0.3	-2.3	1.0	4	5
CCOC(=O)c1c(NC2OC(=O)c3c2ccc(OC)c3OC)sc(C(=O)OC(C)(C)C)c1C (configuration not stated)	2	x	-2.2	-1	-0.6	-1.0	-0.1	-3	1

Exported with values under each structure: part of the list above
Results follow in this order: GDH-TPI inh	Mtb BioA inh	FadD28 binding	Anthrax LF inh2	BoNT-A LC inh2	UGM FP inh	PfHsp40 yeast	BoNT F protease	Mtb FBA inh
Cc1ccccc1N1C(=O)c2ccccc2NC1c1ccncc1 (configuration not stated)
→ 1	25	-2.8	-2	0.4	-1.7	-2.2	3	10
O=C(Cc1ccccc1)NC(C(=O)O)C(O)c1ccc([N+](=O)[O-])cc1 (configuration not stated)
→ 11	x	-0.9	-3	-4.4	2.6	0.0	-9	-1
COc1ccc(OCc2cccc(C(=O)Nc3cc(C)on3)c2)cc1
→ 4	-1.4	-1.1	-1	1.2	-0.6	-0.1	2	-2

New compounds follow
compound	GDH-TPI inh	Mtb BioA inh	FadD28 binding	Anthrax LF inh2	BoNT-A LC inh2	UGM FP inh	PfHsp40 yeast	BoNT F protease	Mtb FBA inh
COc1cc(SC)ccc1C(=O)NCCc1ccccc1	-10	x	-5.9	-2	0.6	0.3	1.3	-2	0
NCCCC[C@H]1CN=C(N)N1CCc1cccc2ccccc12	13	1.1	0.6	-3	-0.9	0.6	-0.9	-13	5
CC(C)CC(NC(N)=O)C(=O)Nc1ccc2c(c1)OCO2 (configuration not stated)	-2	x	-2.8	-12	-0.4	-2.9	-0.8	-6	-2
Cc1cc(C)nc(NS(=O)(=O)c2ccc(NC(=O)CCCN3C(=O)c4ccccc4C3=O)cc2)n1	6	-2.3	-1.0	-4	1.7	-0.3	-2.6	2	0
CC(C)(C)c1ccc(/C=C2\Oc3cc(O)ccc3C2=O)cc1	3	x	-1.1	-17	-1.7	-0.7	3.0	u	-3
O=C(NCC(c1ccco1)N1CCc2ccccc2C1)c1cccc(F)c1 (configuration not stated)	-5	6.3	-1.9	-2	1.5	0.1	0.2	3	-1
C=CCc1c(C)nc(-c2ccccc2)nc1N/N=C(\C)c1ccccc1	3	0.5	-1.1	-10	0.0	x	-1.0	0	0
O=C1CCCN1c1ccc(S(=O)(=O)N2CCC(c3ccccc3)CC2)cc1	-9	-1.0	-3.2	-4	-0.2	0.8	-0.1	-6	1
Cc1ccc(NC(=O)CSc2n[nH]c(-c3ccccn3)n2)cc1	10	0.7	1.9	0	0.0	-1.0	0.2	-8	2
Cc1ccc(Nc2ccccc2)nn1	17	4.9	-2.5	23	7.9	-0.4	-1.8	u	1
COc1ccc(C(=O)CSc2ccccc2C(=O)O)cc1	5	x	-13	-1	-0.5	-1.5	0.8	-2	-9
C/C(=N\NC(=O)c1cc(C)[nH]n1)C(C)(C)C	5	x	-3.4	0	0.0	0.1	-0.7	-2	-2
CCn1c(C)nc2cc(C(=O)NN=Cc3ccccc3OC(F)F)ccc21	10	-0.7	x	-1	3.3	2.3	2.2	1	-1
COc1ccc(F)cc1CN1CCN(CC(=O)N2CCc3ccccc32)CC1	-5	-2.1	-1.8	-1	-0.3	3.9	0.1	4	-1
Clc1ccc2c(c1)C(c1ccccc1Cl)=NCc1nnc(N3CCN(CCSc4ccccc4)CC3)n1-2	12	-2.0	-2.4	1	-0.1	-0.5	-0.1	-3	1
COc1ccc(CNCC(O)(c2ccc(Cl)cc2)c2ccc(Cl)cc2)cc1	-7	0.4	-5.4	-6	-1.9	0.8	0.6	-16	-1

Entries of single compounds, looked up by structure. Screens in order: GDH-TPI inh | Mtb BioA inh | FadD28 binding | Anthrax LF inh2 | BoNT-A LC inh2 | UGM FP inh | PfHsp40 yeast | BoNT F protease | Mtb FBA inh
`COc1ccc(OCc2cccc(C(=O)Nc3cc(C)on3)c2)cc1` in the list: 4 | -1.4 | -1.1 | -1 | 1.2 | -0.6 | -0.1 | 2 | -2
`C=CCN(C(=O)CCC(=O)Nc1cc(C)on1)C(C(=O)NC(C)(C)C)c1ccc(OC)cc1` (configuration not stated) in the list: -2 | 0.9 | -2.9 | -13 | -4.5 | -4.0 | 0.4 | -7 | 0
`CC1CN(C(=O)COC(=O)/C=C/c2ccc(C(F)(F)F)cc2)CC(C)O1` (configuration not stated) in the list: -3 | 0.2 | -2.7 | -9 | -1.0 | 2.1 | 0.3 | -4 | 0

The list continues:
compound	GDH-TPI inh	Mtb BioA inh	FadD28 binding	Anthrax LF inh2	BoNT-A LC inh2	UGM FP inh	PfHsp40 yeast	BoNT F protease	Mtb FBA inh
COc1ccc(C2=NN(CCC(=O)NCc3cccs3)C(=O)CC2)cc1	-10	7.1	-0.4	-2	0.3	-3.0	0.8	-4	1
CCOc1ccc(OCCOC(=O)C2CCN(S(=O)(=O)c3ccc(C)c(C)c3)CC2)cc1	7	x	0.5	-5	-1.0	-0.9	-0.7	-12	0
O=[N+]([O-])c1ccc(Cl)c(S(=O)(=O)Nc2cccc(S(=O)(=O)NC3=NCCC3)c2)c1	6	-1.4	1.5	9	2.5	1.1	0.0	-4	-2
O=C(Nc1ccc2nccnc2c1)Nc1ccccc1Cl	1	-1.3	-4.6	-19	-2.3	0.0	-0.9	-23	1
CC1(C)C(c2cccs2)=NC(c2ccccc2)N1O (configuration not stated)	-2	2.0	-4.3	0	0.5	0.2	-0.1	5	2
N#C/C(=C/c1ccc([N+](=O)[O-])cc1)C(=O)Nc1ccccc1O	10	1.1	-1.4	-2	0.5	-1.3	-1.2	-4	1
Cc1cc(NC(=O)OC(C)C)ccc1-c1ccc(NC(=O)OC(C)C)cc1C	2	-0.9	-2.6	2	1.8	2.3	-0.4	20	1
O=C(CNC(=O)c1cccc(F)c1)N/N=C/c1cccc([N+](=O)[O-])c1	4	x	-0.4	1	-0.2	0.6	-1.0	-4	2
CCCn1c(SCC(=O)N2CCCCC2)nc2c1c(=O)n(C)c(=O)n2C	-3	0.2	-0.4	-4	0.8	0.6	-1.0	2	1
C=CCONC(=O)Cc1ccccc1	4	-0.9	-1.6	4	0.1	x	-1.3	-1	5
CCOC(=O)N1CCN(C(=O)C2CCCN(Cc3nc(-c4ccc(Cl)cc4)oc3C)C2)CC1 (configuration not stated)	7	0.3	-2.3	0	-1.1	-0.7	-1.9	-2	-5
COc1cc(C(C)=O)ccc1OCC(=O)NCCCn1nc(C)cc1C	4	-0.1	-0.2	-3	-7.1	-7.3	1.4	-12	4
c1cc2c(cc1-c1[nH]ncc1CN1C[C@H]3CC[C@H]1C3)OCO2	11	1.2	-3.8	-1	-0.4	-1.2	-1.7	2	-3
Cn1ccc(/C=N/N=C2/NC(=O)CS2)n1	46*	-1.9	-3.1	-5	1.1	6.7	0.2	u	-1
COc1ccc(C2=NN(C(=O)COC(=O)c3ccc(NC(=O)CC#N)cc3)C(c3ccco3)C2)cc1 (configuration not stated)	6	-3.5	-0.7	-9	10	-0.8	4.4	-5	3
O=C(CN1CCN(Cc2ccc(F)cc2Cl)CC1)NCc1ccccc1	-17	0.5	2.0	-9	-2.1	-0.7	-0.3	u	3
Cc1csc(Sc2ccc([N+](=O)[O-])cc2C(=O)OCC(=O)NC2CCCC(C)C2C)n1 (configuration not stated)	19	-0.5	-1.1	0	0.5	3.5	-0.2	0	3
NC(Cc1ccc(C(F)(F)F)cc1)c1csc(NC(=O)Nc2ccccc2Cc2ccccc2)n1 (configuration not stated)	18	0.4	-7.4	-6	-0.9	x	x	-42	-2
[O-][n+]1ccc(CC(O)(C(F)(F)F)C(F)(F)F)cc1	14	-1.1	-0.6	-1	-0.1	x	x	-12	5
CC(C)(C)c1cc(NC(=O)Nc2ccccc2)no1	-7	0.4	-3.0	0	-3.6	1.2	1.8	-3	1
